# Lipid storage S3: qHTS Assay for Lipid Storage Modulators in Drosophila S3 Cells | Drosophila S3 cells, BODIPY lipid droplet fluorescence, 18-24 h; cells fed with added oleic acid | Potency in µM for hits, for the others lipid storage change, negative = inhibition, % at the top dose, mostly 46.1 µM | 320,000 compounds, 0.64% hits | AID 2685, 2010; active means well fitted inhibition curve with a large enough effect in the signal ratio, with a control signal flat, not every such curve was filed as active; inconclusive means small, poorly fitted or top-dose-only effect, or effect the other way, or a change in a side signal; the % refers to the signal ratio
#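 Drosophila S3 cells loaded with oleic acid (400 uM, as added) and compounds at several concentrations; lipid droplets imaged by 488-nm laser-scanning cytometry, 500–530 nm intensity and object ratio to cell channel. Percent activity normalized to 20 uM Triacsin C.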
# Lipid storage S3 cell count max: recorded beside Lipid storage S3, whose call it bears; cell number change, %; measured here: cell count max response;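 cells counted by Cell Tracker Red CMTPX staining in the red channel; peak over a dose series mostly up to 46.1 µM; percent activity relative to internal control wells on each plate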
# * hit, by the source's call; i = inactive; ? = inconclusive; . = no result given. On the % scale 0 is the no-effect control and ±100 the full control effect; potency means the concentration at half of the fitted maximal effect. The list is partial; rates above refer to the full screens.
SMILES,Lipid storage S3,Lipid storage S3 cell count max
COc1ccc(Cl)cc1N/C(N)=N/c1nc(C)cc(=O)[nH]1,?,.
COc1ccc(C2(C)NC(=O)N(CC(=O)Nc3ccc(S(=O)(=O)N4CCCC4)cc3)C2=O)cc1 (stereo not given),i,.
CCS(=O)(=O)c1nc(S(=O)(=O)c2ccc(C)cc2)c(N2CCCC2)s1,?,.
O=P(OC1CCCCC1)(OC1CCCCC1)C(O)c1cccnc1 (stereo not given),10%,0
O=C(/C=C/c1ccc2c(c1)OCO2)c1ccc[nH]1,?,.
CCOC(=O)c1c(O)c2cccc3c2n(c1=O)CC3,?,.
CSc1ccccc1NC(=O)c1ccncc1,i,2
c1cn(CCCNc2ncnc3nc[nH]c23)cn1,?,.
COCCNC(=O)C(C#N)c1nc2ccccc2nc1N1CCCCCC1 (stereo not given),14%,0
COc1ccc(CCn2c(=N)c(C(=O)NCC3CCCO3)cc3c(=O)n4cccc(C)c4nc32)cc1 (stereo not given),?,.
O=C(Cn1c(NCCO)nc2ccccc21)c1ccccc1,-3%,-6
COC(=O)CC1=C(C(=O)OC)C(c2ccc3c(c2Cl)OCO3)C(C#N)=C(N)O1 (stereo not given),i,.
CN(C)C(=O)NCc1ccc(S(N)(=O)=O)cc1,?,.
COC(=O)[C@H](CCSC)NC(=O)Nc1cc(OC)cc(OC)c1,0%,9
O=C(CN(c1ccc2c(c1)OCCO2)S(=O)(=O)c1ccccc1)NCc1ccc(Cl)cc1,?,.
COc1ccc2oc(C(=O)OCC(=O)/C(C#N)=C(\C)N)c(C)c2c1,1%,22
O=C(Nc1cccc(-c2cnc3ccccc3n2)c1)c1cccc(NC(=O)c2ccco2)c1,?,.
CCOC(=O)COc1ccc2c(=O)c(-c3ccc(OC)c(OC)c3)c(C(=O)OCC)oc2c1,-9%,-7
Cn1cnc2c1c(=O)n(Cc1ccc(F)cc1Cl)c(=O)n2C,?,.
O=C(COC(=O)c1ccccn1)c1cccc(Br)c1,?,.
O=C(COC(=O)c1cc([N+](=O)[O-])ccc1N1CCOCC1)Nc1cc(F)ccc1F,?,.
NC(=O)[C@H]1CC2(CC(c3cccc(NC(=O)CC(c4ccccc4)c4ccccc4)c3)=NO2)CN1C(=O)CC(c1ccccc1)c1ccccc1 (stereo not given in full),15%,-7
CCOC(=O)C1(Cc2cccc(OC)c2)CCCN(C(=O)CCc2cccnc2)C1 (stereo not given),17%,7
COc1ccc(NC(=O)c2cc(-c3ccccc3OC)on2)cc1,-7%,-20
CCS(=O)(=O)N1Cc2ccccc2CC1C(=O)Nc1ccc(NC(C)=O)cc1 (stereo not given),i,.
Cc1ccc(-c2nn3c(-c4ccco4)nnc3c3ccccc23)cc1S(=O)(=O)N1CCOCC1,11%,7
COc1ccccc1Nc1nn2c(=O)c3ccc(C(=O)NCc4cccnc4)cc3nc2s1,15%,-13
CCc1ccc(NC(=O)CSc2nnc(-c3cnccn3)n2Cc2ccco2)cc1,?,.
O=C(Cn1[nH]c(=O)c2ccccc2c1=O)OCC(=O)c1ccccc1,?,.
C=C(C)C(=O)Oc1ccc(N2C(=O)CCC2=O)cc1,18%,.
CSc1cccc(NC(=O)C2CCCN(c3ncnc4c3nc3n4CCCCC3)C2)c1 (stereo not given),?,.
O=C(Nc1nc(N2C(=O)c3ccccc3C2=O)n(-c2ccccc2)n1)c1ccc(Cl)cc1,25%,18
CCCCc1ccc(NC(=O)CN(C)CC(=O)Nc2ccccc2Cl)cc1,?,.
O=C(COC(=O)c1cccnc1)Nc1ccccc1,3%,14
COc1ccc(-c2nn(-c3ccccc3)cc2CO)cc1OC,22%,-1
Fc1ccc(-c2[nH]ncc2-c2nnnn2-c2ccccc2)c(F)c1,0%,-15
CC(C)(C)OC(=O)N1CCCC1C(=O)N1CCc2ccccc21 (stereo not given),-5%,-7
O=C(Nc1ccc2c(c1)OCO2)c1ccc(S(=O)(=O)N2CCCC2)cc1,?,.
CC(=O)Nc1ccc(NC(=O)CSC2=NS(=O)(=O)c3cc(F)ccc3N2)cc1,?,.
CCOC(=O)/C=C1\SCC(=O)N1CC(=O)NC(C)c1ccccc1 (stereo not given),?,.
O=C(CN1CCN(Cc2ccc3c(c2)OCO3)CC1)N1CCc2[nH]c3ccc(F)cc3c2C1,?,.
CC12OC1C1(O)CCCC1=CC2=O (stereo not given),?,.
O=C1OCCC1Sc1nc2ccccc2n1-c1ccccc1 (stereo not given),?,.
Cc1cc(S(=O)(=O)NCc2ccncc2)c(C)cc1Br,?,.
CCN(CC(=O)Nc1ccccc1OC)C(=O)C1CC2C=CC1C2 (stereo not given),?,.
CC(=O)c1ccc(N2CCN(C(=O)CCC(=O)Nc3ccc4nc(N5CCN(C)CC5)cc(C)c4c3)CC2)cc1,?,.
O=C(Nc1nncs1)C12CC3CC(CC(Cl)(C3)C1)C2,-4%,10
Cn1cc(C(=O)C(=O)N2CCc3ccccc32)c2ccccc21,-26%,8
CCOC(=O)Cn1cnc2c(nnn2-c2ccc(OC)cc2)c1=O,0%,-2
O=C(COC(=O)c1ccccn1)NNC(=O)c1ccc([N+](=O)[O-])cc1,17%,10
# The list goes on.
SMILES,Lipid storage S3,Lipid storage S3 cell count max
CN(C)c1ccc(C(C(=O)NC2CCCCC2)N(Cc2ccco2)C(=O)c2snc(C(N)=O)c2N)cc1 (stereo not given),?,.
COc1ccc(/C=N/Nc2nc3ccccc3[nH]2)c(OC)c1OC,-1%,-14
Cc1ccccc1N=C(NO)c1cccnc1,?,.
COc1ccc(OC)c(NC2=C(Cl)C(=O)N(Cc3ccccc3)C2=O)c1,?,.
CC(C)Cc1cc(C(=O)N2CCN(c3ccc(F)cc3)CC2)no1,20%,.
CCCCCn1nc(C)c2c(C)cc(=O)[nH]c21,4%,-3
CCOc1ccccc1NC(=O)CCNC(=O)Cn1ccc2ccccc2c1=O,?,.
C/C(=N\OC(=O)c1c(-c2ccccc2Cl)noc1C)c1ccncc1,-23%,1
Cc1ccc(C)c(OCCC(=O)OCC(=O)N(C)c2c(N)n(Cc3ccccc3)c(=O)[nH]c2=O)c1,?,.
O=C(CC(Nc1ccccc1)C(=O)O)c1ccccc1 (stereo not given),19%,-17
NNC(=O)c1oc2nc(-c3ccccc3)cc(-c3ccco3)c2c1N,-25%,.
COc1ccccc1-n1c(SCC(=O)N2CCCCC2)nc2cccnc21,17%,0
O=C(COc1ccc2ccccc2c1)NN1C(=O)c2ccccc2C1=O,?,.
COc1cc2c(cc1OC)C(c1cccc([N+](=O)[O-])c1)=NCC2,?,.
COc1ccc(NC(=O)CC(C(=O)O)C(C)c2ccccc2)cc1 (stereo not given),13%,0
O=C1c2ccccc2NC(c2cn[nH]c2-c2ccc(Cl)cc2)N1O (stereo not given),15%,-9
Cc1ccc(/C=C(\C#N)C(=O)Nc2cccc3ncccc23)o1,?,.
COc1cc(/C=N/NC(=O)CC#N)ccc1Oc1nc(Cl)ncc1F,?,.
COc1cccc(C2CC(C(F)(F)F)n3ncc(C(=O)NCC4CCCO4)c3N2)c1 (stereo not given),27%,9
C=CCn1c(=NC(=O)C2COc3ccccc3O2)sc2cccc(OC)c21 (stereo not given),-2%,19
O=C(N/N=C\c1ccccc1F)c1ccc(-c2ccccc2)cc1,?,.
CCN(CC)CCN(Cc1cc2cc3c(cc2[nH]c1=O)OCO3)C(=S)NCCOC,?,.
COc1ccc([C@@H]2CC(=O)c3c(O)cc(O)cc3O2)cc1O,?,.
CCN(CC)c1ccc(/C=N/Nc2nc(C)cc(C)n2)c(O)c1,?,.
CP(=O)(Nc1cc(Cl)ccc1Cl)c1nc2c(s1)CCCC2 (stereo not given),9%,9
COc1ccc(CNC(=O)C2C3C=CC4(CN(Cc5cccnc5)C(=O)C24)O3)cc1 (stereo not given),?,.
CCCCc1oc2ccccc2c1C(=O)c1cc(I)c(OCCN(CC)CC)c(I)c1,?,.
CNC(=O)N(O)C1N(c2ccccc2)C(=S)SC1(C)C (stereo not given),?,.
CCOC(=O)c1c(/N=C/N(C)C)sc(/C=N/Nc2ccccc2)c1-c1ccccc1,?,.
CC1(C)S[C@@H]2[C@H](NC(=O)Cc3ccccc3)C(=O)N2[C@H]1C(=O)O,?,.
Cc1cc(C)n(CC(=O)N/N=C/c2ccco2)n1,?,.
CCc1cc2c(=O)[nH]cnc2s1,4%,19
Nc1nc2n(n1)C(=O)CC(c1ccccc1[N+](=O)[O-])N2 (stereo not given),?,.
CCCCNC(=O)C1C2C=CC3(CN(Cc4ccccc4Cl)C(=O)C13)O2 (stereo not given),?,.
O=S(=O)(Cc1cc(Oc2ccccc2)nc(-c2ccccc2)n1)c1ccccc1,?,.
O=C(C1=C(O)C(=O)N(Cc2cccnc2)C1c1ccccn1)c1cccs1 (stereo not given),?,.
O=C(Nc1ccc2oc(-c3ccncc3)nc2c1)c1ccccc1,0%,0
C[N+]1(C2CCC3CCC2C3O)CCCC1 (stereo not given),?,.
O=C(CSc1nc2ccccc2n1CCc1ccccc1)N1CCOCC1,-2%,-3
Cc1ccc(NC(=O)CCc2c(C)nc3ncnn3c2C)cc1,-19%,-13
Cc1ccc(NC(=S)NCCN2CCOCC2)cc1,15%,-5
CCCCc1nc2cc(C(=O)N3CCC(OC)CC3)ccc2o1,?,.
O=C(C1CCN(Cc2cc(Cl)ccc2O)CC1)N1CCN(Cc2ccccc2)CC1,?,.
Cc1ccc2oc(=O)cc(CN3CCC(C)CC3)c2c1,14%,-11
CCCCOCCCNCC(=O)Nc1ccc(S(N)(=O)=O)cc1,?,.
CN(C(=O)c1ccc(NC(=O)Cc2cccc(NC(=O)C3CCCN(C(=O)C4CC4)C3)c2)cc1)C1CCCC1 (stereo not given),?,.
CCOC(=O)c1ccccc1NC(=O)C1CCCO1 (stereo not given),0%,3
CCN1CCN(CCC(=O)Nc2ccccc2)CC1,?,.
CCOC(=O)C1(Cc2cccc(F)c2)CCN(C2CCOCC2)CC1,?,.
O=C(COC(=O)c1ccccc1SCC(=O)N1CCCC1)Nc1ccc(OC(F)F)cc1,?,.
# Other entries follow.
SMILES,Lipid storage S3,Lipid storage S3 cell count max
CCN(C(=O)c1c(-c2ccccc2Cl)noc1C)C1CCCCC1,?,.
CCCCC(=O)Nc1ccc(C(=O)Nc2ccc(S(=O)(=O)Nc3ccc(C)cc3)cc2)cc1,?,.
CS(=O)(=O)N(CCc1ccccc1)CC(=O)N1CCN(c2ccc(F)cc2)CC1,?,.
CCCCSc1nc(C)c(CC(=O)OC)c(=O)[nH]1,?,.
Cc1ccc(S(=O)(=O)N(C)C)cc1NC(=O)COC(=O)/C(=C/c1ccc(F)cc1)c1cccs1,7%,1
CS(=O)(=O)c1cnc2c(-c3ccc(F)cc3)cnn2c1N,i,.
CC(=C/c1ccc(C(C)C)cc1)/C=N/NC(=O)CSc1ccccn1,-14%,-11
COC(=O)c1nc2ccccc2s1,-3%,-14
COc1ccc(-n2c(SCC(=O)C(C)(C)C)nc3c(sc(=S)n3-c3ccccc3)c2=O)c(OC)c1,?,.
Cn1cnnc1SC1CCCCC1NS(=O)(=O)c1ccccc1 (stereo not given),?,.
CCOc1cc(C(=O)Nc2cc(C)on2)cc(OCC)c1OCC,i,.
CC(C)Oc1ccc(-c2cc(C(=O)NCCN3CCOCC3)c3ccccc3n2)cc1,?,.
COc1ccc(OCC(=O)Nc2cccc(S(=O)(=O)N(C)c3ccccc3)c2)c([N+](=O)[O-])c1,?,.
Cc1ccccc1NC(=O)CSc1n[nH]c(-c2ccco2)n1,?,.
COc1cccc(-c2nnc(NC(=O)c3ccc(S(=O)(=O)N4CC(C)OC(C)C4)cc3)o2)c1 (stereo not given),-18%,4
CC1CC(C)CN(C(=O)C(Cc2ccccc2)NC(=O)c2ccccc2)C1 (stereo not given),?,.
O=C(NC1CC1)C1CCN(c2ncccn2)CC1,?,.
COc1ccc(NC(=S)NC(=O)/C=C/c2ccccc2)cc1,?,.
COc1ccc(N2CCN(C(=O)COC(=O)CNC(=O)c3ccc(C)cc3)CC2)cc1,?,.

# As a short view, 17 of the compounds above:
SMILES,Lipid storage S3,Lipid storage S3 cell count max
CS(=O)(=O)N(CCc1ccccc1)CC(=O)N1CCN(c2ccc(F)cc2)CC1,?,.
CCCCSc1nc(C)c(CC(=O)OC)c(=O)[nH]1,?,.
Cc1ccc(S(=O)(=O)N(C)C)cc1NC(=O)COC(=O)/C(=C/c1ccc(F)cc1)c1cccs1,7%,1
CS(=O)(=O)c1cnc2c(-c3ccc(F)cc3)cnn2c1N,i,.
CC(=C/c1ccc(C(C)C)cc1)/C=N/NC(=O)CSc1ccccn1,-14%,-11
COC(=O)c1nc2ccccc2s1,-3%,-14
COc1ccc(-n2c(SCC(=O)C(C)(C)C)nc3c(sc(=S)n3-c3ccccc3)c2=O)c(OC)c1,?,.
Cn1cnnc1SC1CCCCC1NS(=O)(=O)c1ccccc1 (stereo not given),?,.
CCOc1cc(C(=O)Nc2cc(C)on2)cc(OCC)c1OCC,i,.
CC(C)Oc1ccc(-c2cc(C(=O)NCCN3CCOCC3)c3ccccc3n2)cc1,?,.
COc1ccc(OCC(=O)Nc2cccc(S(=O)(=O)N(C)c3ccccc3)c2)c([N+](=O)[O-])c1,?,.
Cc1ccccc1NC(=O)CSc1n[nH]c(-c2ccco2)n1,?,.
COc1cccc(-c2nnc(NC(=O)c3ccc(S(=O)(=O)N4CC(C)OC(C)C4)cc3)o2)c1 (stereo not given),-18%,4
CC1CC(C)CN(C(=O)C(Cc2ccccc2)NC(=O)c2ccccc2)C1 (stereo not given),?,.
O=C(NC1CC1)C1CCN(c2ncccn2)CC1,?,.
COc1ccc(NC(=S)NC(=O)/C=C/c2ccccc2)cc1,?,.
COc1ccc(N2CCN(C(=O)COC(=O)CNC(=O)c3ccc(C)cc3)CC2)cc1,?,.
